MBD2 DNA inh: inhibitors of human MBD2 binding to methylated oligonucleotide; Q9UBB5; TR-FRET; inhibition, % at 4.4 µM; actives 0.31% (n = 370,000); in the data active = inhibition above about 13%
DDE Tn7 FP inh: inhibitors of Tn7 peptide binding to human fibrin DD(E); P02675; FP displacement of FITC-Tn7 peptide from fibrin DD(E); 0% = median of compound wells per plate; inhibition, % at 8.3 µM; actives 0.13% (n = 370,000);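 active = inhibition above the mean of compounds falling within the control limits plus 3 SD of them, cut at about 14% in these data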;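 note: 0% = plate median of compound wells and 100% = 10 µM Aha-Tn7 peptide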
Target sequence (P02675 whole entry, looked up): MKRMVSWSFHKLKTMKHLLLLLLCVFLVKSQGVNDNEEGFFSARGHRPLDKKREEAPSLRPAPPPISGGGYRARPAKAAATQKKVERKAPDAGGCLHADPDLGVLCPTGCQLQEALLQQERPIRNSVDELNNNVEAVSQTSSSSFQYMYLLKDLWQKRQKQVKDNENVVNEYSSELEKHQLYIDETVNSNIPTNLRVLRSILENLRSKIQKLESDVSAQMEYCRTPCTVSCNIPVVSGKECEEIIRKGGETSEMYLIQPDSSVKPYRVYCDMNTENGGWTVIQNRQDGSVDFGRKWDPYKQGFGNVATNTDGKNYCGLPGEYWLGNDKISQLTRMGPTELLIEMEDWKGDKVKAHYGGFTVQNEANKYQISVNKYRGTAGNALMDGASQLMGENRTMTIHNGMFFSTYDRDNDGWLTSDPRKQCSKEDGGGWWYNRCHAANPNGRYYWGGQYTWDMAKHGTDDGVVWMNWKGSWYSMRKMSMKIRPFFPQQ
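Assay system: Human clot-derived fibrin DD(E) complex | Buffer or medium: Tris/NaCl/CaCl2 buffer, pH 7.8 | Repeats: One replicate per compound | Benchmarks: Aha-Tn7 high control | Measure: % inhibition scaled between sample-field median and high-control FP | Schedule: 10 min plus 3 h, room temperature | Signal: Fluorescence polarization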
ADAM17 inh: inhibitors of human ADAM17; actives 0.83% (n = 370,000); P78536; inhibition, % at 6.95 µM; recombinant ADAM17, EDANS/DABCYL FRET peptide cleavage;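 active = inhibition above the mean of compounds lying between control limits plus 3 SD, set per campaign, cut at about 8.5% in these data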;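 note: 0% = DMSO-only wells as the low control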
Target sequence (P78536 215-824 limits assumed): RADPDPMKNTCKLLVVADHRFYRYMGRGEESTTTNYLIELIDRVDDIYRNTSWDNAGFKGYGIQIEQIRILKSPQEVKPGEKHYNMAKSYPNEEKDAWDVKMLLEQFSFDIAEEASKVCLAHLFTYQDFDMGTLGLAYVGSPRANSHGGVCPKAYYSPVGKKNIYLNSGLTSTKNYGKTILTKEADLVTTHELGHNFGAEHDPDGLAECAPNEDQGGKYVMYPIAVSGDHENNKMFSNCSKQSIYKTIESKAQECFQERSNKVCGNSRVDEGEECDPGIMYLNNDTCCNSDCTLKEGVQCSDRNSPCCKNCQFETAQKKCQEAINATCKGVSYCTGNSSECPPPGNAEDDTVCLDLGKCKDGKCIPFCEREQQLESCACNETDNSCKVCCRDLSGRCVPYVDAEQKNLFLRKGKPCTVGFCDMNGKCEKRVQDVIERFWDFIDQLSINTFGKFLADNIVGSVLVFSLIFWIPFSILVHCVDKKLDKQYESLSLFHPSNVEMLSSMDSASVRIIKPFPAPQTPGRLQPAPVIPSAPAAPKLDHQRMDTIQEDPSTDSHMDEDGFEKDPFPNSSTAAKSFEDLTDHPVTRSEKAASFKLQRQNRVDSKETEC
ASAP1 GAP inh: inhibitors of human ASAP1 ArfGAP activity; actives 0.19% (n = 360,000); inhibition, % at 16.5 µM; Q9ULH1; ASAP1-stimulated ARF1 GTP hydrolysis, GDP FP detection; in the data active = inhibition above about 25%;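 note: 0% = vehicle with enzyme and substrate and 100% = no enzyme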
ARFGAP1 inh: inhibitors of rat ARFGAP1; actives 0.26% (n = 360,000); AID 651572; inhibition, % at 16.5 µM; Q62848; Arfgap1-stimulated ARF1 GTP hydrolysis, GDP FP detection;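 active = inhibition above a per-plate limit, mean inhibition of low control wells plus 3 SD, cut at about 25% in these data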;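 note: 0% = DMSO wells with enzyme and 100% = wells lacking Arfgap1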
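System: truncated rat Arfgap1 GAP domain / Benchmarks: high control wells lacking Arfgap1, low control full reaction with DMSO / Times: compound-enzyme preincubation 20 min, reaction 120 min, detection 60 min, 25 °C / Repeats: one replicate per compound / Also added: human ARF1(Δ1-17)-GTP substrate / Measured by: Tracer-displacement fluorescence polarization with EDTA stop, 620/688 nm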
UHRF1 MBD2 ctr: human UHRF1 methylated DNA binding inhibitors; Q96T88; UHRF1 binding to methylated oligo, TR-FRET; inhibition, % at 4.4 µM; actives 0.75% (n = 370,000); in the data active = inhibition above about 21%;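 note: UHRF1 SRA domain binding a hemimethylated CpG hairpin DNA probe; 0% = median of test compound wells and 100% = reference inhibitor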
PLC-gamma1 inh: PLC-gamma1 (human) inhibition, primary screen; actives 0.84% (n = 370,000); inhibition, % at 12.2 µM; purified PLC-gamma1, fluorogenic substrate, fluorescence; P19174; in the data active = inhibition above about 9.5%
KLK7 zymogen act: proKLK7 (human) activation, primary screen. activation, % at 7 µM. AID 652039. actives 0.9% (n = 370,000). purified proKLK7, EDANS-DABCYL substrate fluorescence; 100% is mature enzyme control, 0% vehicle. P49862;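 active = activation above the mean of all tested compounds plus 3 SD, computed per campaign excluding outliers beyond control limits, cut at about 13% in these data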
PLC-beta3 inh: inhibitors of human phospholipase C beta3. Q01970. Purified PLC-beta3, fluorogenic substrate, fluorescence. inhibition, % at 12.2 µM. actives 0.18% (n = 370,000). AID 720704; in the data active = inhibition above about 11%;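 note: 0% = median of compound wells on plate and 100% = full blocker control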
Tn6 DDE FP: DD(E)-Tn6 binding inhibition, primary FP screen; inhibition, % at 8.3 µM; actives 0.21% (n = 370,000); AID 720509; Fibrin DD(E) TRITC-Tn6 fluorescence polarization displacement;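 active = inhibition above a per-campaign cutoff: mean of compounds within control limits plus 3 SD, cut at about 15% in these data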;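 note: 0% = median of all compound wells on the plate and 100% = blocking peptide control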
Numbers without * were called inactive.

What do the screens show for `Cc1ccc(Cc2cc(C)n[nH]c2=O)cc1`?
MBD2 DNA inh: 0; DDE Tn7 FP inh: -4; ADAM17 inh: -2; ASAP1 GAP inh: 2; ARFGAP1 inh: -11; UHRF1 MBD2 ctr: 1; PLC-gamma1 inh: 0; KLK7 zymogen act: -0.1; PLC-beta3 inh: -6; Tn6 DDE FP: 5

What do the screens show for `O=C(COC(=O)c1ccc(Cl)nc1)Nc1ccc(N2CCOCC2)cc1`?
MBD2 DNA inh: -1; DDE Tn7 FP inh: -8; ADAM17 inh: -3; ASAP1 GAP inh: -17; ARFGAP1 inh: -3; UHRF1 MBD2 ctr: 1; PLC-gamma1 inh: 2; KLK7 zymogen act: -0.5; PLC-beta3 inh: -2; Tn6 DDE FP: -10

What do the screens show for `COCCCn1c(Cc2csc(Nc3cccc(Cl)c3)n2)nnc1SCC(=O)OC1CCCCC1`?
MBD2 DNA inh: -2; DDE Tn7 FP inh: -4; ADAM17 inh: 2; ASAP1 GAP inh: -3; ARFGAP1 inh: 2; UHRF1 MBD2 ctr: 0; PLC-gamma1 inh: 1; KLK7 zymogen act: 0.0; PLC-beta3 inh: 1; Tn6 DDE FP: 1

Results for COc1cc(C(=S)N2CCOCC2)ccc1OC(=O)c1cc([N+](=O)[O-])c(C)c([N+](=O)[O-])c1 ?
MBD2 DNA inh: 2; DDE Tn7 FP inh: 1; ADAM17 inh: 4; ASAP1 GAP inh: -10; ARFGAP1 inh: -8; UHRF1 MBD2 ctr: 1; PLC-gamma1 inh: 1; KLK7 zymogen act: -0.2; PLC-beta3 inh: 4; Tn6 DDE FP: 0

Results for CCCN(CCC)C(=O)Cn1c(=O)n(CCCCC(=O)NCc2ccco2)c(=O)c2ccccc21 ?
MBD2 DNA inh: -2; DDE Tn7 FP inh: -2; ADAM17 inh: 0; ASAP1 GAP inh: 7; ARFGAP1 inh: 12; UHRF1 MBD2 ctr: 2; PLC-gamma1 inh: 4; KLK7 zymogen act: 0.4; PLC-beta3 inh: -1; Tn6 DDE FP: 2

How did Cc1ccc2c(ccc[n+]2CC(=O)c2ccccc2)c1 do in these assays?
MBD2 DNA inh: -1; DDE Tn7 FP inh: -2; ADAM17 inh: -17; ASAP1 GAP inh: 7; ARFGAP1 inh: 7; UHRF1 MBD2 ctr: -3; PLC-gamma1 inh: -12; KLK7 zymogen act: -0.5; PLC-beta3 inh: -17; Tn6 DDE FP: 8

What do the screens show for `COc1ccc(C(=O)N/C(=C\c2cn(C)c3ccccc23)C(=O)NCCCn2ccnc2)cc1OC`?
MBD2 DNA inh: -3; DDE Tn7 FP inh: 6; ADAM17 inh: 0; ASAP1 GAP inh: -2; ARFGAP1 inh: -15; UHRF1 MBD2 ctr: -5; PLC-gamma1 inh: -2; KLK7 zymogen act: 0.2; PLC-beta3 inh: -8; Tn6 DDE FP: -1

What do the screens show for `CCOC(=O)c1c(NC(=O)/C=C/C(=O)O)sc(C)c1-c1ccc(C)c(C)c1`?
MBD2 DNA inh: 3; DDE Tn7 FP inh: 4; ADAM17 inh: 1; ASAP1 GAP inh: -1; ARFGAP1 inh: -18; UHRF1 MBD2 ctr: -3; PLC-gamma1 inh: -8; KLK7 zymogen act: -0.4; PLC-beta3 inh: -20; Tn6 DDE FP: -11

How did COc1ccc(N2C(=O)CC(N3CCN(c4ccccc4F)CC3)C2=O)cc1 (stereo unspecified) do in these assays?
MBD2 DNA inh: -4; DDE Tn7 FP inh: -9; ADAM17 inh: -1; ASAP1 GAP inh: 13; ARFGAP1 inh: 5; UHRF1 MBD2 ctr: -1; PLC-gamma1 inh: 3; KLK7 zymogen act: 0.1; PLC-beta3 inh: 0; Tn6 DDE FP: -2

What do the screens show for `COCCn1c(C)nnc1SCC(=O)Nc1ccccc1[N+](=O)[O-]`?
MBD2 DNA inh: 1; DDE Tn7 FP inh: 3; ADAM17 inh: -3; ASAP1 GAP inh: 9; ARFGAP1 inh: -5; UHRF1 MBD2 ctr: 1; PLC-gamma1 inh: -2; KLK7 zymogen act: 39*; PLC-beta3 inh: 0; Tn6 DDE FP: -4

What do the screens show for `Cc1ccc(-c2noc(C3CCCN(C(=O)c4ccc(F)cc4F)C3)n2)cc1` (stereo unspecified)?
MBD2 DNA inh: -3; DDE Tn7 FP inh: 7; ADAM17 inh: 4; ASAP1 GAP inh: -3; ARFGAP1 inh: 0; UHRF1 MBD2 ctr: 2; PLC-gamma1 inh: 1; KLK7 zymogen act: 0.2; PLC-beta3 inh: 2; Tn6 DDE FP: 13

Results for CCSCCOC(=O)C1=C(C)NC(=O)NC1c1cc(OC)ccc1OC (stereo unspecified) ?
MBD2 DNA inh: 5; DDE Tn7 FP inh: -5; ADAM17 inh: 1; ASAP1 GAP inh: 12; ARFGAP1 inh: -7; UHRF1 MBD2 ctr: 4; PLC-gamma1 inh: -8; KLK7 zymogen act: -0.8; PLC-beta3 inh: -8; Tn6 DDE FP: 3

The last 2 compounds of the section before are carried over, then new ones follow:
What do the screens show for `Cc1ccc(-c2noc(C3CCCN(C(=O)c4ccc(F)cc4F)C3)n2)cc1` (stereo unspecified)?
MBD2 DNA inh: -3; DDE Tn7 FP inh: 7; ADAM17 inh: 4; ASAP1 GAP inh: -3; ARFGAP1 inh: 0; UHRF1 MBD2 ctr: 2; PLC-gamma1 inh: 1; KLK7 zymogen act: 0.2; PLC-beta3 inh: 2; Tn6 DDE FP: 13

Results for CCSCCOC(=O)C1=C(C)NC(=O)NC1c1cc(OC)ccc1OC (stereo unspecified) ?
MBD2 DNA inh: 5; DDE Tn7 FP inh: -5; ADAM17 inh: 1; ASAP1 GAP inh: 12; ARFGAP1 inh: -7; UHRF1 MBD2 ctr: 4; PLC-gamma1 inh: -8; KLK7 zymogen act: -0.8; PLC-beta3 inh: -8; Tn6 DDE FP: 3

How did COc1cc(C(=O)N[C@H](C(=O)OCC(=O)NC2CCCCCC2)C(C)C)cc(OC)c1OC do in these assays?
MBD2 DNA inh: -1; DDE Tn7 FP inh: -8; ADAM17 inh: 2; ASAP1 GAP inh: 8; ARFGAP1 inh: 7; UHRF1 MBD2 ctr: 0; PLC-gamma1 inh: 0; KLK7 zymogen act: 0.1; PLC-beta3 inh: -6; Tn6 DDE FP: -5

What do the screens show for `COc1ccc(/C(C)=N/NC(=O)CNC(=O)c2ccncc2)cc1`?
MBD2 DNA inh: -3; DDE Tn7 FP inh: -7; ADAM17 inh: 2; ASAP1 GAP inh: -7; ARFGAP1 inh: 14; UHRF1 MBD2 ctr: 3; PLC-gamma1 inh: 2; KLK7 zymogen act: 0.0; PLC-beta3 inh: 3; Tn6 DDE FP: -3

What do the screens show for `COc1ccc(S(=O)(=O)Nc2ccc(S(=O)(=O)N3CCCCC3)cc2)cc1C`?
MBD2 DNA inh: 1; DDE Tn7 FP inh: -4; ADAM17 inh: -1; ASAP1 GAP inh: -1; ARFGAP1 inh: 11; UHRF1 MBD2 ctr: -1; PLC-gamma1 inh: 2; KLK7 zymogen act: 0.2; PLC-beta3 inh: -1; Tn6 DDE FP: -10

Results for O=C(Cc1cccs1)NCc1ccccc1Br ?
MBD2 DNA inh: 0; DDE Tn7 FP inh: -5; ADAM17 inh: 6; ASAP1 GAP inh: 13; ARFGAP1 inh: -1; UHRF1 MBD2 ctr: 4; PLC-gamma1 inh: 12*; KLK7 zymogen act: -0.6; PLC-beta3 inh: 6; Tn6 DDE FP: 2

Results for O=C(O)c1cc2n(n1)C(C(F)(F)F)CC(C1CC1)N2 (stereo unspecified) ?
MBD2 DNA inh: 4; DDE Tn7 FP inh: -5; ADAM17 inh: -7; ASAP1 GAP inh: 11; ARFGAP1 inh: 5; UHRF1 MBD2 ctr: 1; PLC-gamma1 inh: -2; KLK7 zymogen act: -0.3; PLC-beta3 inh: -8; Tn6 DDE FP: 5

What do the screens show for `COc1ccc(NC(=O)CN(C)C(=O)c2cccc(Oc3ccccc3)c2)cc1`?
MBD2 DNA inh: 2; DDE Tn7 FP inh: -1; ADAM17 inh: 5; ASAP1 GAP inh: 5; ARFGAP1 inh: 3; UHRF1 MBD2 ctr: -1; PLC-gamma1 inh: -3; KLK7 zymogen act: -0.7; PLC-beta3 inh: -11; Tn6 DDE FP: 2

How did Cc1nn(C(=O)c2ccco2)c(C)c1Sc1ccc(Cl)cc1 do in these assays?
MBD2 DNA inh: -2; DDE Tn7 FP inh: 1; ADAM17 inh: -4; ASAP1 GAP inh: -12; ARFGAP1 inh: -6; UHRF1 MBD2 ctr: 17; PLC-gamma1 inh: 3; KLK7 zymogen act: 0.3; PLC-beta3 inh: 0; Tn6 DDE FP: -3

What do the screens show for `CCOCCN(C(=O)c1ccccc1Cl)c1ccccc1`?
MBD2 DNA inh: 6; DDE Tn7 FP inh: -3; ADAM17 inh: -3; ASAP1 GAP inh: 4; ARFGAP1 inh: -9; UHRF1 MBD2 ctr: -1; PLC-gamma1 inh: 4; KLK7 zymogen act: -0.1; PLC-beta3 inh: -2; Tn6 DDE FP: 4

Results for Cc1nn(-c2ccccc2)c(Cl)c1/C=N\NC(=O)c1cnccn1 ?
MBD2 DNA inh: 0; DDE Tn7 FP inh: -2; ADAM17 inh: -1; ASAP1 GAP inh: -1; ARFGAP1 inh: 5; UHRF1 MBD2 ctr: -4; PLC-gamma1 inh: 1; KLK7 zymogen act: -0.6; PLC-beta3 inh: 1; Tn6 DDE FP: -9

Results for C=CCc1c(C)nn(CC(=O)O)c1-c1ccccc1 ?
MBD2 DNA inh: -2; DDE Tn7 FP inh: 4; ADAM17 inh: 1; ASAP1 GAP inh: -7; ARFGAP1 inh: -9; UHRF1 MBD2 ctr: -1; PLC-gamma1 inh: 2; KLK7 zymogen act: 0.2; PLC-beta3 inh: -1; Tn6 DDE FP: -2

How did CC(CNS(=O)(=O)c1ccc2c(c1)NC(=O)CCS2)c1ccccc1 (stereo unspecified) do in these assays?
MBD2 DNA inh: 2; DDE Tn7 FP inh: 0; ADAM17 inh: 1; ASAP1 GAP inh: 1; ARFGAP1 inh: -3; UHRF1 MBD2 ctr: 3; PLC-gamma1 inh: 3; KLK7 zymogen act: -0.1; PLC-beta3 inh: -4; Tn6 DDE FP: -2

How did CC(=O)Nc1cccc(OCc2cnc(Cl)s2)c1 do in these assays?
MBD2 DNA inh: 1; DDE Tn7 FP inh: 2; ADAM17 inh: -6; ASAP1 GAP inh: -6; ARFGAP1 inh: -1; UHRF1 MBD2 ctr: 1; PLC-gamma1 inh: -5; KLK7 zymogen act: 0.1; PLC-beta3 inh: -3; Tn6 DDE FP: -1

What do the screens show for `CCCCNS(=O)(=O)c1ccc(Br)cc1N1CCC[C@H]1CO`?
MBD2 DNA inh: 1; DDE Tn7 FP inh: -3; ADAM17 inh: -2; ASAP1 GAP inh: 2; ARFGAP1 inh: -3; UHRF1 MBD2 ctr: -3; PLC-gamma1 inh: -2; KLK7 zymogen act: 0.0; PLC-beta3 inh: 0; Tn6 DDE FP: 0

Results for CN(c1ccccc1)P(=O)(N(C)c1ccccc1)N(C)c1ccccc1 ?
MBD2 DNA inh: 5; DDE Tn7 FP inh: -7; ADAM17 inh: 3; ASAP1 GAP inh: -2; ARFGAP1 inh: -17; UHRF1 MBD2 ctr: 5; PLC-gamma1 inh: 5; KLK7 zymogen act: -0.8; PLC-beta3 inh: 3; Tn6 DDE FP: 3

Screening data: PubChem, The Scripps Research Institute Molecular Screening Center
